Pf apPOL block – Pf-apPOL DNA polymerase inhibition | Recombinant Pf-apPOL, molecular beacon fluorescence, 1.5 h | inhibition, % at 10 µM | hit rate 0.25% among 210,000
mHTT-CaM PPI inh – disrupts binding of mutant huntingtin to calmodulin | P42858 | AlphaScreen His-mHTT/GST-CaM binding, luminescence | inhibition, % at 15 µM | hit rate 3.6% among 190,000 | AID 1671202;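 further: 0% = both proteins with DMSO and 100% = one protein alone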
Target sequence (P42858 whole entry, looked up, stated change not applied): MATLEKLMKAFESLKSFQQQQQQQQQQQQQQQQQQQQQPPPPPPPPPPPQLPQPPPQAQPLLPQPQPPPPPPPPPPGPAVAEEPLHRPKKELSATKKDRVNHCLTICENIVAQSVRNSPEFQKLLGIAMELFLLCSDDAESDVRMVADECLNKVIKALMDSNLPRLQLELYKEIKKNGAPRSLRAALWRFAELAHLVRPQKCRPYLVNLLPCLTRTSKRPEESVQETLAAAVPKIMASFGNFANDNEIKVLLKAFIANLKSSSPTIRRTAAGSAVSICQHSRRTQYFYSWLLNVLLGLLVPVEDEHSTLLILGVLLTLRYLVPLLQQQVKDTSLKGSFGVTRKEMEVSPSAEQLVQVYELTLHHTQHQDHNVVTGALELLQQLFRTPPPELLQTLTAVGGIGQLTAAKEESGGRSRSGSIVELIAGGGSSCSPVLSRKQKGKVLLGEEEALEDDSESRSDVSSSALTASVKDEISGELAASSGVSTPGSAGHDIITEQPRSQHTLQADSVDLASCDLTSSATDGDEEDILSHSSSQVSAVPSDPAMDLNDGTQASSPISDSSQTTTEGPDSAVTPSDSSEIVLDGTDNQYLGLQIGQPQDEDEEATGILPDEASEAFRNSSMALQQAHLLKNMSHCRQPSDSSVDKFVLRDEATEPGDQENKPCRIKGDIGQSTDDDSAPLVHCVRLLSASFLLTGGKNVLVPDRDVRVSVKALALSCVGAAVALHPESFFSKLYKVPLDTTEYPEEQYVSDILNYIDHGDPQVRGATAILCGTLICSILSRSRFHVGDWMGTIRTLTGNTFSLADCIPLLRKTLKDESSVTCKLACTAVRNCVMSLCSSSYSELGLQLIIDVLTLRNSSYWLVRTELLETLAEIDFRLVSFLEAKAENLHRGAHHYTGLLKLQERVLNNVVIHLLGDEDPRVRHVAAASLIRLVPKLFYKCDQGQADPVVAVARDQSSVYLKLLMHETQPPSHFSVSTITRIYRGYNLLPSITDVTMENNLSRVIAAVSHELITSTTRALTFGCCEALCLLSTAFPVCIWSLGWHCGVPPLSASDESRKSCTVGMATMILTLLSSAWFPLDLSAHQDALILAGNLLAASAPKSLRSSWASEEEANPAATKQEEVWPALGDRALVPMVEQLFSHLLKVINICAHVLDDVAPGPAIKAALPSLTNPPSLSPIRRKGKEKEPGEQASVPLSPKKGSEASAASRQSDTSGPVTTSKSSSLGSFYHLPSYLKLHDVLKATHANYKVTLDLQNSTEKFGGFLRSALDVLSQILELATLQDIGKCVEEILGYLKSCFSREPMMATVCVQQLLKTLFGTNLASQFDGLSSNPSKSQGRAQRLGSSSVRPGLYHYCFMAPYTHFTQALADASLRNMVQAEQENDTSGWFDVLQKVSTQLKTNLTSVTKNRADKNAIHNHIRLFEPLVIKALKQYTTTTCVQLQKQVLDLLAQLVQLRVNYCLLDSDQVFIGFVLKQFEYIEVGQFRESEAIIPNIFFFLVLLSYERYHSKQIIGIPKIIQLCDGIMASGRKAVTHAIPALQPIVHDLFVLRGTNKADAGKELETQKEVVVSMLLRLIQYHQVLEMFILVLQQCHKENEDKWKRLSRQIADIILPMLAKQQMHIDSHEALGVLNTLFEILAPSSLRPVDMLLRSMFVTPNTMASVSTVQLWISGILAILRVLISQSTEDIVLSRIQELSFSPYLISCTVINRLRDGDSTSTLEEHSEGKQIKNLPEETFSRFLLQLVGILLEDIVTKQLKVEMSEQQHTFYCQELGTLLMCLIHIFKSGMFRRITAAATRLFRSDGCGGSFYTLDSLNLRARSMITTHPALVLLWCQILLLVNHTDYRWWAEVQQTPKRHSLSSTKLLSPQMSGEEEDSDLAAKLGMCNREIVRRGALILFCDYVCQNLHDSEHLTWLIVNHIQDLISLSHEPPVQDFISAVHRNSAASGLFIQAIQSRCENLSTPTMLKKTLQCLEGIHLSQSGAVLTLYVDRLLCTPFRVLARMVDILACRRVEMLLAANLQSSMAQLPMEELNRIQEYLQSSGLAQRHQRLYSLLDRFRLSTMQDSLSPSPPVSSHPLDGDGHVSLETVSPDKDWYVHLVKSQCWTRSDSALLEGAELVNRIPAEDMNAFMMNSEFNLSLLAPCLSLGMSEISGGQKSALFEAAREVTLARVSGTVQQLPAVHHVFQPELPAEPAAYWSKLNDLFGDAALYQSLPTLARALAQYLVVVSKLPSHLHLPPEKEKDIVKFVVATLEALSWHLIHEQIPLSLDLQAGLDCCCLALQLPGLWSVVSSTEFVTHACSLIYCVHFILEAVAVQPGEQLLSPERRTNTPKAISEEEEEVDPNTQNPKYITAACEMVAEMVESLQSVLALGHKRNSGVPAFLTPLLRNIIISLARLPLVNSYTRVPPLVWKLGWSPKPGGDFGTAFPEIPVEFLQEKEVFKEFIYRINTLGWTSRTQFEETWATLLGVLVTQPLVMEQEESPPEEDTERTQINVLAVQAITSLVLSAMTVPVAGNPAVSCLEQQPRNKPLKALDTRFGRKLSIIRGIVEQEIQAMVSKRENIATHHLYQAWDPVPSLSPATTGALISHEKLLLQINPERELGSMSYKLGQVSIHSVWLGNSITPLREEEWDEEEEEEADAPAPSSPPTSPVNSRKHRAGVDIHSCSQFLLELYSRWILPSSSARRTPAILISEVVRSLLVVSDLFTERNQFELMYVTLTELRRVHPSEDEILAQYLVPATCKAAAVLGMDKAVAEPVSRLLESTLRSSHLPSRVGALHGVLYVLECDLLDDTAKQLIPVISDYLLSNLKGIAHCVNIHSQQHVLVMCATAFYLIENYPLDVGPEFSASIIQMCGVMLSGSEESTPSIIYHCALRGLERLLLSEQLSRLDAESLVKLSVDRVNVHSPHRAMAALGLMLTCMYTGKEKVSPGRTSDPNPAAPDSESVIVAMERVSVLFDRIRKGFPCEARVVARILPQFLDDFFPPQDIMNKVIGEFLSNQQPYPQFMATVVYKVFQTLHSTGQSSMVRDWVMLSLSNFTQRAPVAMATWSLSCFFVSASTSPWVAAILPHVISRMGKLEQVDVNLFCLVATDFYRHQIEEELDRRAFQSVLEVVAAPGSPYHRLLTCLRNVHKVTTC
Starred values were filed as active, the others as inactive; i = inactive; . = not tested or not shown; & = joins results of further samples. No stated cut-off is given here; in the data, active means inhibition above about 50%; inactive means the rest. An excerpt; rates above refer to the full screens.

SMILES	Pf apPOL block	mHTT-CaM PPI inh
COc1cc(Cl)c(C)cc1NC(=O)c1ccc(F)cc1	-2	-25
O=C(Oc1ccc2c(=O)c(-c3ccccc3)coc2c1)c1ccc2c(c1)OCO2	7	-8
COc1cc(C(=O)N2CCN(Cc3ccccc3F)CC2)cc(OC)c1OC	0	-3
O=C1c2cc(S(=O)(=O)N3CCCCC3)ccc2-c2ccc(S(=O)(=O)N3CCCCC3)cc21	1	6
Cc1ccc(OCC(O)CNC2Cc3ccccc3C2)cc1C (stereo unspecified)	-4&-2	.
CCc1ccc(NC(=O)C2CCN(c3nccc4sccc34)CC2)cc1	-1	-2
Cc1ccc(C(=O)N2CCC(c3nc(CCNC(=O)C4CC4)cs3)CC2)cc1F	1	16
COc1cccc(C(=O)Nc2c3c(nn2-c2ccc([N+](=O)[O-])cc2)CS(=O)(=O)C3)c1OC	-2	22
COc1ccc(NC(=O)c2cnn3c2NC(c2ccc(C)cc2)CC3C(F)(F)F)cc1Cl (stereo unspecified)	0	35
O=C1CN(C(=O)CCN2CCOCC2)C(c2ccccc2)c2cc(Br)ccc2N1 (stereo unspecified)	3	6
COc1ccccc1N/C=C(\C#N)c1nc(-c2ccc([N+](=O)[O-])cc2)cs1	-11	-4
CCOC(=O)C1CCN(C=C2Oc3c(ccc(O)c3C)C2=O)CC1	-7	6
CCCCN(C)C(=O)C1CCN(c2cncnc2N2CCOCC2)CC1	1	8
CC(=O)N1CCC(n2c(C)nc(C(=O)NCc3cccs3)c2C)CC1	-3	1
Cc1cccc(Oc2nc3c(c(=O)n(Cc4ccccc4F)c(=O)n3C)n2C)c1	0	-2
O=C1NN(c2ccccc2)C(=O)C2C3C=CC(C4CC34)C12 (stereo unspecified)	2&-2	5&0
COc1ccccc1NC(=O)c1cccc(S(=O)(=O)N2CCCC2)c1	-12	0
Nc1c(-c2ccc(Cl)cc2)cnn1-c1ncc(C(F)(F)F)cc1Cl	1	.
COc1ccccc1CNC(=O)C(=O)Nc1cccc(C)c1C	8	-1
CCOc1ccc(C2CC(c3cccc(Cl)c3)n3nc(N)nc3N2)cc1 (stereo unspecified)	-2	8
O=C(NC1CC1)C1COC2(CCCCC2)N1C(=O)c1cccc(Cl)c1 (stereo unspecified)	3	-4
COc1ccc(Nc2ncnc3sc(C)c(C)c23)cc1Cl	7	8
O=C(Cn1cc2c(n1)CCCC2)Nc1ccc(Br)cc1F	4	-10
CN1c2ccc(F)cc2C(=O)NC12CCN(C(=O)c1ccc3c(c1)OCO3)CC2	0	-3
Cc1ccc(NC(=O)N2CCc3[nH]cnc3C2c2ccncc2)cc1Cl (stereo unspecified)	0	15

3 entries from above, with two lines to a compound:
Each structure is followed by: Pf apPOL block, mHTT-CaM PPI inh
> Cc1ccc(C(=O)N2CCC(c3nc(CCNC(=O)C4CC4)cs3)CC2)cc1F
  1, 16
> COc1ccc(NC(=O)c2cnn3c2NC(c2ccc(C)cc2)CC3C(F)(F)F)cc1Cl (stereo unspecified)
  0, 35
> O=C1NN(c2ccccc2)C(=O)C2C3C=CC(C4CC34)C12 (stereo unspecified)
  2&-2, 5&0

Given in markdown: entries from further up.
| mol | Pf apPOL block | mHTT-CaM PPI inh |
| --- | --- | --- |
| Nc1c(-c2ccc(Cl)cc2)cnn1-c1ncc(C(F)(F)F)cc1Cl | 1 | . |
| COc1ccccc1CNC(=O)C(=O)Nc1cccc(C)c1C | 8 | -1 |
| CCOc1ccc(C2CC(c3cccc(Cl)c3)n3nc(N)nc3N2)cc1 (stereo unspecified) | -2 | 8 |
| O=C(NC1CC1)C1COC2(CCCCC2)N1C(=O)c1cccc(Cl)c1 (stereo unspecified) | 3 | -4 |
| COc1ccc(Nc2ncnc3sc(C)c(C)c23)cc1Cl | 7 | 8 |
| O=C(Cn1cc2c(n1)CCCC2)Nc1ccc(Br)cc1F | 4 | -10 |
| CN1c2ccc(F)cc2C(=O)NC12CCN(C(=O)c1ccc3c(c1)OCO3)CC2 | 0 | -3 |

Some of these compounds in order of length of the SMILES, lowest first:
SMILES	Pf apPOL block	mHTT-CaM PPI inh
CCCCN(C)C(=O)C1CCN(c2cncnc2N2CCOCC2)CC1	1	8
CC(=O)N1CCC(n2c(C)nc(C(=O)NCc3cccs3)c2C)CC1	-3	1
O=C(Oc1ccc2c(=O)c(-c3ccccc3)coc2c1)c1ccc2c(c1)OCO2	7	-8

Quoted at random: 4 records from the list, in no set order.
SMILES	Pf apPOL block	mHTT-CaM PPI inh
CN1c2ccc(F)cc2C(=O)NC12CCN(C(=O)c1ccc3c(c1)OCO3)CC2	0	-3
COc1ccc(NC(=O)c2cnn3c2NC(c2ccc(C)cc2)CC3C(F)(F)F)cc1Cl (stereo unspecified)	0	35
CCc1ccc(NC(=O)C2CCN(c3nccc4sccc34)CC2)cc1	-1	-2
COc1cc(C(=O)N2CCN(Cc3ccccc3F)CC2)cc(OC)c1OC	0	-3

Next section:
SMILES	Pf apPOL block	mHTT-CaM PPI inh
Cc1ccc(-c2nc3ncccc3o2)cc1NC(=O)C(C)C	6	2
Cc1ccc(S(=O)(=O)N2CCC(C(=O)N3CCC(C(N)=O)CC3)CC2)cc1	-1	-2
O=C(c1csc(-c2ccc(N3CCCC3)nc2)n1)N1CCCCCC1	1	-6
CCOC(=O)CCC(=O)N1CCCC(COCc2ccccc2)C1 (stereo unspecified)	-4	0
COc1ccc(NC(=O)C2CCc3sc(C(=O)N4CCCCC4)cc3C2)cc1OC (stereo unspecified)	2	-6
CC1(C)CC(=O)C2=C(C1)NC1=C(C(=O)CC(C)(C)C1)C2c1ccc2c(c1)OCO2	-7	9
CCN(c1ccc(F)cc1)S(=O)(=O)c1ccc2[nH]cc(C(=O)N3CCOCC3)c(=O)c2c1	-10	6
CCOc1ccc(C(=O)Nc2ccc(OC)c(OC)c2)cc1[N+](=O)[O-]	2	3
Cc1ccc(C)c(C2=NN(C(=O)CN3CCOCC3)C(c3ccc(Cl)cc3)C2)c1 (stereo unspecified)	-4	49
Cc1ccc(NC(=O)Nc2nccn(-c3ccc4c(c3)CCC4)c2=O)cc1C	-3	1
Cn1c(=O)[nH]c2nc(-c3ccccc3)[nH]c2c1=O	-2	0
Cc1ccccc1Cc1c(C)nc2c(C(=O)NCCC(C)C)cnn2c1C	-11	44
CCCN1C(=O)Cc2ccccc2C1C(=O)N1CCN(c2ccccc2OC)CC1 (stereo unspecified)	-2	15
CC(=O)N1CCC(n2c(C)nc(C(=O)N3CCCCC3)c2C)CC1	-2	-5
O=C(Nc1ccc(Br)cc1)c1cccc(Cl)c1Cl	-3	-16
O=C(Nc1ccc(Br)cc1)C1CCCN1S(=O)(=O)c1cccs1 (stereo unspecified)	9	-4
CC(C)NC(=O)N(C)CC(=O)N1N=C(c2ccccc2F)CC1c1ccccc1 (stereo unspecified)	2	26
CC(C)(Oc1ccc(Cl)cc1)C(=O)Nc1ccccc1Br	2	-28
NC(=O)c1cc[n+](CC(=O)c2ccc(NC(=O)c3ccccc3)cc2)cc1	-1	3
CC(=O)Nc1ccc(N=Cc2cc(Br)cc(Cl)c2O)cc1	-3	3
CCOc1cccc(C2CC(c3ccccc3)=NC3(CCN(CC)CC3)N2)c1O (stereo unspecified)	0	13
Cn1nc(-c2nc(-c3ccccc3)no2)c2c1CCN(S(=O)(=O)c1cccc(C#N)c1)C2	-4	-7
CSc1nc2ccc(NC(=O)CN3C(=O)c4ccccc4C3=O)cc2s1	0	-5
N#Cc1c(N)nc2sc(C(=O)Nc3ccc(Br)cc3)c(N)c2c1-c1cccs1	-6	13
O=C(Nc1nc(-c2ccc(Br)cc2)cs1)C1CC1	-6	-9
(further entries)
SMILES	Pf apPOL block	mHTT-CaM PPI inh
Cc1nc(SCC(=O)c2cccc([N+](=O)[O-])c2)n[nH]1	-2	3
COc1ccccc1N=c1oc2ccc(Br)cc2cc1C(=O)Nc1nccs1	-1	5
COc1ccc2cc3cc(C(=O)N4CCN(C5CCCCC5)CC4)oc3nc2c1	-6	0
Cc1cccc(O)c1N=Cc1cc(I)cc(I)c1O	2	21
O=C(Nc1ccc(OCc2ccccc2)cc1)OCC1CN(Cc2ccccc2)CCO1 (stereo unspecified)	-6	.
Cc1ccc(N=Cc2cc(C)c(C)cc2O)c(O)c1	8	53*
Cc1cccc(C(=O)NCCC2CCN(C(=O)Nc3cccc(Cl)c3)CC2)c1	9	-19
Cc1csc2nc(CSc3nc4cc([N+](=O)[O-])ccc4o3)c(Br)n12	-10	2
CCC(=O)Nc1cccc(NC(=O)COc2ccc(Br)cc2)c1	3	1
CCN(CC)Cc1c(O)ccc2c(=O)c(Oc3cccc(OC)c3)c(C)oc12	-7	9
O=C(NCCCc1nc2ccccc2[nH]1)c1ccc(Cl)cc1	6	2
N#C/C(=C\c1ccccc1[N+](=O)[O-])c1nc(-c2ccc3c(c2)OCO3)cs1	-3	9
COc1ccccc1OCC(=O)NCCc1nc2ccccc2[nH]1	-9	0
O=C(Nc1ccc(Cl)cc1)OCc1cccc(COC(=O)Nc2ccc(Cl)cc2)n1	0	.
COc1cc(CN2CCN(Cc3ccccc3)CC2)cc(OC)c1OC	-2	2
CCc1ccc(C(C)NC(=O)c2cn3ccccc3n2)cc1 (stereo unspecified)	2	8
Cc1cc(C)c(S(=O)(=O)N2CCN(C(=O)c3ccc4c(c3)OCO4)CC2)c(C)c1	0	0
CC(C)OC(=O)Nc1cc(-c2ccccc2)nn1-c1cccc(F)c1	-6	-16
O=C(Cc1ccsc1)N1CCCCC1c1nc(C2CC2)no1 (stereo unspecified)	3	-10
COc1cc(NC(=O)C2CC2)c(C(=O)O)cc1OC	-4	-1
CCc1ccc(N=Cc2c(O)n(-c3ccccc3OC)c(=O)c3ccccc23)cc1	9	18
O=C(Nc1ccccc1)N1CCC(c2ccccc2)C1 (stereo unspecified)	-11	-21
Cc1noc(C)c1C1CCCN1C(=O)C1CCC1 (stereo unspecified)	-2	-3
Cc1onc(-c2c(Cl)cccc2Cl)c1NC(=O)N=S(C)(=O)c1ccccc1 (stereo unspecified)	-2	.
CC12CCC(C(=O)N(c3ccc(Cl)c(Cl)c3)C1=O)C2(C)C (stereo unspecified)	-8	3
Next structures follow.
SMILES	Pf apPOL block	mHTT-CaM PPI inh
Cc1ccc(-n2c(SCC(=O)Nc3cccc(Cl)c3)nc3c(c2=O)SCC3)cc1	-6	9
N/C(=N/OCC(=O)N1CCCCC1)c1nonc1N	.	i
CN(Cc1ccccc1)C(=O)CN1C(=O)c2ccccc2C1=O	-4	-2
Cc1ccc(S(=O)(=O)N2CCc3nc(NC(=O)C4CCC4)sc3C2)cc1	0	0
CS(=O)(=O)NC1CCCCCCC1	-3	-3
c1ccc(OCCCn2c(-c3ccco3)nc3ccccc32)cc1	-14	40
Cc1cc(=O)[nH]c(-n2nc(C)cc2N)n1	-125	98*
COc1ccc(Cl)cc1NC(=O)CN1CCC(c2nc(-c3ccc(F)cc3)no2)CC1	-1	-4
CCn1c(CCNC(=O)c2ccc(C)cc2)nc2c(C)cccc2c1=O	2	10
Cc1cc(O)c2c(c1)OC(=Cc1cccc(F)c1)C2=O	-4	26
N=C1S/C(=C\c2ccccc2)C(=O)N1c1ccc(F)cc1	2	0
CCCCn1c(=N)c(S(=O)(=O)c2ccc(Cl)cc2)cc2c(=O)n3ccccc3nc21	-14	-2
COc1cccc(C2=NOC(C(=O)Nc3cccc(C(C)=O)c3)C2)c1 (stereo unspecified)	-1	5
CCON=C(N)c1[nH]ncc1Br	1	.
CC1(C)CC(=O)C2=C(C1)Nc1[nH]c(=O)[nH]c(=O)c1C2c1ccc(O)cc1 (stereo unspecified)	-10	-3
Cc1cccc(CNC(=O)c2nn(C)c3c2CN(C(=O)COc2ccc(F)cc2)CC3)c1	-3	63*
O=C(O)C1CSC(c2ccc(Cl)c([N+](=O)[O-])c2)N1 (stereo unspecified)	0	3
Cc1ccc(-c2n[nH]c(=O)c3ccccc23)cc1S(=O)(=O)NC(C)c1ccccc1 (stereo unspecified)	-7	14
CC(=O)NC(CCS(C)(=O)=O)C(=O)Nc1cccc(F)c1 (stereo unspecified)	-8	-4
N#CC1(C#N)C(c2ccco2)NC23CCCCC2C1(C#N)C(=O)N3 (stereo unspecified)	0	2
CC1CC(=O)N(c2ccc(N3CCN(c4cccc(Cl)c4)CC3)c([N+](=O)[O-])c2)C1=O (stereo unspecified)	-14	46

Screening results deposited in PubChem by University of Kansas High Throughput Screening Laboratory.
